TbREL1 primary – TbREL1 inhibition, primary screen | P86926 | TbREL1 RNA ligation, FRET fluorescence | inhibition, % at 9.66 µM | actives 0.49% (n = 89,000);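 active = inhibition above the mean inhibition across all screened compounds plus 3 SD, cut at about 11% in these data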;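 also: 0% = plate median of test wells and 100% = NSC42067 control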
Target sequence (P86926 whole entry, looked up): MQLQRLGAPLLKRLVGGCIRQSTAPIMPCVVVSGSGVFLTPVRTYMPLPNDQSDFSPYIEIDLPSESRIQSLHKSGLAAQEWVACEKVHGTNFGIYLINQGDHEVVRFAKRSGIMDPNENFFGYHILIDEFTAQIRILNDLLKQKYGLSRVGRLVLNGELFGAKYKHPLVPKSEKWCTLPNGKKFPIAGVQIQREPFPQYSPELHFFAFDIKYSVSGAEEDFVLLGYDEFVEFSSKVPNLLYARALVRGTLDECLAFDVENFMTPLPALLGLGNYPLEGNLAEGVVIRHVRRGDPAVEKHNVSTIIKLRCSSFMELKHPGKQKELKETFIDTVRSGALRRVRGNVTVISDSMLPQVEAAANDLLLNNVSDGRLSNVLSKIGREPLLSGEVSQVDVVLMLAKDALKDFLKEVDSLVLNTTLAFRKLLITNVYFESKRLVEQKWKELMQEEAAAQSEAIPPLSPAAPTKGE
* hit, by the source's call.

no.	SMILES	TbREL1 primary
1	O=C(Nc1cccc(Cl)c1Cl)c1ccc(-c2ccccc2)cc1	1
2	O=C(COC(=O)c1ccccc1NC(=O)c1ccco1)Nc1ncc(Cl)cc1Cl	-3
3	O=C(COC(=O)c1ccc([N+](=O)[O-])o1)Nc1nc2ccccc2s1	1
4	Cc1ccc(CNC(=O)c2ccc(N3CCC4(CC3)CC(c3ccccc3)=NO4)c(N)c2)cc1	-2
5	O=c1cccc(-c2ccc3ccccc3c2)o1	3
6	CN1c2ccccc2C(=O)NC1c1ccc(Cl)cc1 (stereo not drawn)	0
7	O=C(Nc1nnc([C@H]2C[C@H](O)[C@@H](CO)O2)s1)NC(c1ccccc1)c1ccccc1	-2
8	Cc1csc(NC(=O)CCc2nc3ccccc3s2)n1	-1
9	COc1ccc2oc(=N)c(C(=O)Nc3ccccc3)cc2c1	2
10	CCOC(=O)N1CCN(S(=O)(=O)c2ccc3c(c2)C(C)C(=O)N3)CC1 (stereo not drawn)	-1
11	CC1Cc2ccccc2N1C(=O)CSc1nnnn1Cc1ccccc1 (stereo not drawn)	2
12	Cn1c(C(=O)N2CCCCCC2)cc2c(=O)n(C)c3ccccc3c21	0
13	CC1CCN(C(=O)CN(c2ccccc2)S(=O)(=O)N(C)C)CC1	-5
14	O=c1[nH]c(CSc2ncccn2)nc2c1cnn2-c1ccccc1	-2
15	C[C@@H](CSc1ccc(Br)cc1)CN1CC[C@H](O)CCC1=O	-3
16	Cc1n[nH]c(C)c1S(=O)(=O)N1CCCC(C(=O)NC2CCCCC2)C1 (stereo not drawn)	-1
17	O=C(Nc1ccc2c(c1)C(=O)NC2=O)c1cccc(C(F)(F)F)c1	1
18	COc1ccc(/C(C)=N/Nc2ccc(C(=O)O)cc2)c(OC)c1	-4
19	CS(=O)(=O)c1ccc(Cl)c(NC(=O)COC(=O)COc2ccc3c(c2)CCC3)c1	3
20	O=C(Cc1ccccc1)N1CCN(C(=O)c2cccs2)CC1	2

Laid out differently: entries from further up.
[6] CN1c2ccccc2C(=O)NC1c1ccc(Cl)cc1 (stereo not drawn)
  TbREL1 primary = 0
[7] O=C(Nc1nnc([C@H]2C[C@H](O)[C@@H](CO)O2)s1)NC(c1ccccc1)c1ccccc1
  TbREL1 primary = -2

Next results.
no.	SMILES	TbREL1 primary
21	Cc1cccc(NC(=O)Nc2ccc(C#N)cc2)n1	4
22	O=C(Nc1cccc(C(F)(F)F)c1)c1cc2c(s1)-c1ccccc1OC2	2
23	CCOc1ccc(NC(=O)CC2C(=O)Nc3ccccc3N2C(=O)c2ccccc2)cc1 (stereo not drawn)	6
24	COc1ccc2c(-c3ccccc3)cc(SCC(=O)NC(N)=O)nc2c1	9
25	CC(C)C(=O)NC(c1cccc([N+](=O)[O-])c1)c1ccc2cccnc2c1O (stereo not drawn)	-6
26	CC12CCC(C(=O)Nc3ccc(Br)cn3)(OC1=O)C2(C)C (stereo not drawn)	5
27	COc1ccc(-c2coc3cc4oc(=O)cc(-c5ccccc5)c4cc23)cc1F	0
28	CC1CCC(NC(=O)CN2C(=O)NC3(CCCCCC3)C2=O)CC1 (stereo not drawn)	-3
29	N#Cc1ccc(S(=O)(=O)N2CCC(C(=O)N3CCN(Cc4ccc5c(c4)OCO5)CC3)CC2)cc1	3
30	CCCn1nnnc1NCc1ccccc1OCc1ccc(F)cc1	1
31	CC1=NN2C(=N)/C(=C\c3cc(C)n(Cc4ccccc4)c3C)C(=O)N=C2S1	-1
32	COc1cccc(C(=O)NCCC2=CCCCC2)c1OC	-2
33	CCC[C@@H]1CCCC/C=C\CCCC(=O)OCCN1C(=O)OC(C)(C)C	-2
34	COc1ccc(C#Cc2cnc3c(c2)C(=O)N([C@H](C)CO)C[C@@H](C)[C@H](CN(C)C(=O)CN(C)C)O3)cc1	7
35	Cc1cccc2cc(CN(CCCN(C)C)C(=S)NCCc3ccccc3)c(=O)[nH]c12	-1
36	Cc1cc(=O)[nH]c(SCC(=O)Nc2nc3ccccc3s2)n1	1
37	O=C(Nc1nnc(SCc2ccccc2)s1)C1=COCCO1	-1
38	Cc1cc(C)c(/C=N/NC(N)=O)c(C)c1/C=N/NC(N)=O	2
39	O=C(COc1ccccc1)Nc1ccc(OC(F)(F)C(F)F)c(NC(=O)COc2ccccc2)c1	5
40	COc1ccccc1C(=O)NC(=O)COC(=O)CCOc1ccc(C)cc1	1
41	COc1ccc(NS(=O)(=O)c2cc(NC(=O)CNC(=O)c3ccc(C)s3)ccc2Cl)cc1	-2
42	CC(=O)Nc1ccc(S(=O)(=O)Nc2nc3c(s2)CCCC3)cc1	-2
43	COC(=O)c1cc(S(=O)(=O)N2CCN(c3ccccc3Cl)CC2)cn1C	0
44	COC(=O)[C@]12CCCCC=C1N(Cc1ccc(OC)cc1)C(=O)[C@@H]2CC(=O)NCCCCc1ccccc1	-2
45	COC(=O)c1cc(=O)c2cccc(OC)c2[nH]1	4
46	COc1ccc(S(=O)(=O)N2CCCC2)cc1C(=O)N1CCCCC1	0
47	COC(=O)c1cc(C(=O)Nc2nc3ccccc3[nH]2)cc([N+](=O)[O-])c1	3
48	O=C(Nc1ccc(Cl)cc1)C(Cl)C(=O)c1ccccc1 (stereo not drawn)	12*
49	O=C(c1cc([N+](=O)[O-])cc([N+](=O)[O-])c1)N(c1ccccn1)c1ccccn1	-1
50	COc1ccc(C)cc1NC(=O)CCC(=O)Nc1nnc(C(F)(F)F)s1	1
51	COc1ccc(NC(=O)Cn2c(=O)oc3cc(S(=O)(=O)N4CCCC4)ccc32)cc1	-2
52	CC1(C(=O)NS(=O)(=O)c2ccc3c(c2)CCO3)CCN1C(=O)Cc1ccc(-c2ccccc2)cc1 (stereo not drawn)	-2
53	Cn1c(SCC(=O)N2CCCc3ccccc32)nc2cccnc21	0
54	O=C(O)c1ccc(CNCc2ccc(Cl)cc2Cl)cc1	3
55	CCNc1nc(NC(C)C)nc(Oc2ccc(OCc3ccccc3)nn2)n1	1
56	CCCCCn1nnnc1C1c2ccccc2C(=O)N1Cc1ccco1 (stereo not drawn)	1
57	CCCNC(=O)C1(C)CCCN(Cc2cccn2C)C1 (stereo not drawn)	0
58	COc1ccc(CN2C(=O)C(CC(C)C)Nc3ncnc(N4CCN(c5ccccc5)CC4)c32)cc1 (stereo not drawn)	-3
59	CC(C)Sc1cc(N2CCCC2)nc(-c2ccccc2)n1	1
60	CCCCN(C=O)c1c(CC)nc2c(OCCn3cccc3)cccn12	-1
61	N#Cc1nc(COc2ccc(F)cc2)oc1N1CCC(Cc2ccccc2)CC1	2
62	O=C(Cn1nc(C(F)F)cc1C(F)F)N/N=C/c1ccc2c(c1)OCO2	-1
63	COc1ccc(NC(=O)c2cnc(SC)n2-c2ccc(F)cc2)c(OC)c1	1
64	N#Cc1c(Nc2ccccc2)c(/C=N/NCCO)c[nH]c1=O	3
65	Cc1cc(NC(=O)c2ccc3c(c2)C(=O)N(c2cccc(C)c2C)C3=O)no1	-2
66	CC(C)(C)C(=O)Nc1nnc(SCC(=O)Nc2nccs2)s1	3
67	O=C1NC(Cc2ccc(O)cc2)c2nc3ccc(Cl)cc3c(=O)n2-c2ccc(Cl)cc21 (stereo not drawn)	-1
68	O=C(N1CCCC1)n1ncc(-c2ccc(-c3ccccc3)cc2)n1	0
69	Cc1cc(S(=O)(=O)Nc2ccc3cn[nH]c3c2)c(C)cc1Cl	2
70	COc1ccccc1NC(=S)N1CCC(NC(=O)c2ccco2)CC1	-1
71	O=C(NCc1cccnc1)c1ccc([N+](=O)[O-])cc1	0
72	Cc1cc(C(F)(F)F)nc(SCC(=O)Nc2nccs2)n1	8
73	Cc1ccc2c(c1)C(c1ccccc1)C(=O)O2 (stereo not drawn)	2
74	COc1ccc(CCNC(=O)c2ccccc2NC(=O)C2=C(C)OCCS2)c(OC)c1	-4
75	Cc1cc(Cl)ccc1N1C(=O)CC(NNC(=O)c2cccnc2)C1=O (stereo not drawn)	4
76	O=C(N/N=C/c1cccc([N+](=O)[O-])c1)c1ccncc1	8
77	Cc1cccnc1NC(=O)CNC(=O)C12CC3CC(CC(C3)C1)C2	-2
78	CCOC(=O)c1ccc(N(CC(=O)NC2CCCC2)C(=O)CNC(=O)c2ccco2)cc1	2
79	CC(C)CC1(C(=O)O)NC(c2ccccc2O)C2C(=O)N(C(C)C)C(=O)C21 (stereo not drawn)	3
80	COc1ccc(CCNC(=O)c2cnn3cccnc23)cc1OC	1

The list goes on.
no.	SMILES	TbREL1 primary
81	Clc1cccc(OCCN2CCOCC2)c1	7
82	COc1ccccc1CCNC(=O)CN1C(=O)NC2(CCCC2)C1=O	1
83	C=CCN(C(=O)CCC(=O)Nc1cc(C)on1)C(C(=O)NC1CCCC1)c1ccc(OC)c(OC)c1 (stereo not drawn)	-2
84	C[C@@H]1CCC[C@@]2(O[C@@H](CCO)C[C@H](O)[C@H]2O)O1	2
85	O=C(CS(=O)(=O)c1c[nH]c2ccccc12)Nc1ccc2c(c1)OCCO2	-4
86	CC(=O)N1CCN(C(=O)CSc2cc(C)c(Br)cc2C)CC1	-1
87	COc1cc(-c2nnc(SCC(=O)N(Cc3ccccc3)C(C)(C)C)o2)cc(OC)c1OC	0
88	CCOc1ccccc1NC(=O)CN1CCC(C(=O)c2ccc(OC)cc2)CC1	-1
89	CCOc1cc(/C=C(\C#N)C(=O)Nc2cccc(C(=O)O)c2)cc(Br)c1OC(=O)c1ccc(OC)cc1	-1
90	Cc1cc(NC(=O)CCC(=O)N(Cc2ccco2)C(C(=O)NC2CCCC2)c2ccc(F)cc2)no1 (stereo not drawn)	-2
91	O=C(COc1ccc(C(=O)O)cc1)Nc1cccc(C(F)(F)F)c1	0
92	CCCn1c(SCC(=O)Nc2cccc(C(=O)OCC)c2)nnc1-c1ccoc1C	-1
93	COc1cc(C(=O)OC(C)CN2CCCCC2)cc(OC)c1OC (stereo not drawn)	5
94	CC1CCc2ccc(F)cc2N1S(=O)(=O)c1cccs1 (stereo not drawn)	1
95	Cn1nnnc1SCc1ccccc1F	4
96	Cn1nc(C(=O)Nc2cccc(S(=O)(=O)N3CCCC3)c2)c2ccccc2c1=O	-1
97	CN(CC(=O)Nc1cc(S(=O)(=O)N2CCCC2)ccc1Cl)Cc1cccs1	-4
98	CC(C)C(=O)NNC(=O)CN1CCN(c2nc(-c3ccccc3)cs2)CC1	-5
99	COc1ccc(/C=N/n2cnn(Cc3ccccc3Cl)c2=S)cc1OC	-1
100	Cc1ccc2sc(N(CCN(C)C)C(=O)c3ccc(S(=O)(=O)N4CC(C)OC(C)C4)cc3)nc2c1C (stereo not drawn)	-3

4 of the compounds above, field by field:
[94] CC1CCc2ccc(F)cc2N1S(=O)(=O)c1cccs1 (stereo not drawn)
  TbREL1 primary: 1
[85] O=C(CS(=O)(=O)c1c[nH]c2ccccc12)Nc1ccc2c(c1)OCCO2
  TbREL1 primary: -4
[89] CCOc1cc(/C=C(\C#N)C(=O)Nc2cccc(C(=O)O)c2)cc(Br)c1OC(=O)c1ccc(OC)cc1
  TbREL1 primary: -1
[97] CN(CC(=O)Nc1cc(S(=O)(=O)N2CCCC2)ccc1Cl)Cc1cccs1
  TbREL1 primary: -4

Further structures
no.	SMILES	TbREL1 primary
101	Cc1cccc(NC(=O)NNC(=O)CCc2ccccc2)c1	0
102	COC(=O)[C@@]12C[C@@H](CC(=O)NCC3CCCCC3)C(=O)N(Cc3cccc4ccccc34)C1=CCC(C)(C)C2	0
103	O=Cc1ccccc1-n1cncn1	-1
104	Cc1cccc(N(C(=O)c2nsc(Cl)c2Cl)C(C(=O)NC2CCCC2)c2ccc(O)cc2)c1C (stereo not drawn)	-4
105	Cn1cnc([N+](=O)[O-])c1Oc1cccc(O)c1	2
106	CSCCC(NC(=O)c1cccc(S(=O)(=O)N2CCN(C(C)=O)CC2)c1)c1nc2ccccc2[nH]1 (stereo not drawn)	6
107	C=CCNc1cc(C(F)(F)F)nc(-c2ccccn2)n1	1
108	COc1ccc(CCNC(=O)CCCCCN2C(=O)c3ccccc3C2=O)cc1	-2
109	COc1ccc(C(=O)CSC2=C(C#N)C3(CCCCC3)C(C#N)=C(N)N2)cc1	-3
110	COc1c2c(nc3occc13)C(CCC(C)(C)O)(OC)C(O)CC2 (stereo not drawn)	-2
111	COc1cc(-n2c(C)nc3cc(C(=O)O)ccc32)cc(OC)c1OC	-2
112	CCC(C)[C@H](NC(=O)Nc1ccc(S(N)(=O)=O)cc1)C(=O)OC (stereo partly drawn)	2
113	O=C(Nc1ccc2oc(-c3ccccc3F)nc2c1)c1cncc(Br)c1	-1
114	CC(=O)c1cccc(NC(=O)NC2CC(=O)N(c3ccc4c(c3)OCCO4)C2)c1 (stereo not drawn)	1
115	CC1CCCN(CC(=O)Nc2ccc(S(=O)(=O)N3CCCCCC3)cc2)C1 (stereo not drawn)	6
116	Cc1nn2c3cc(N4CCOCC4)ccc3nc2c2ccccc12	-4
117	Cc1cccc(NC(=O)c2sccc2-n2cccc2)c1C	-2
118	CC(C)Cc1ccc(CN2CCCC(NC(=O)CCN3CCOCC3)C2)cc1 (stereo not drawn)	-4
119	Cc1cc(C)n(-c2nc3ccccc3c3nc(C)nn23)n1	-1
120	CC(C)(C)OC(=O)C[C@H]1C/C=C\C[C@H](CC(=O)N[C@H](CO)Cc2ccccc2)C(=O)N2CCC[C@@H]2COC1=O	-2
121	S=c1[nH]nc(-c2n[nH]c3c2CCC3)n1N=Cc1ccc(OCc2ccccc2)cc1	4
122	Cc1ccc2c(c1)[C@H]1[C@H](CO2)[C@H](c2ccccc2)[C@]2(C)C(=O)Nc3ccccc3C(=O)N12	-1
123	COC(=O)c1ccc(NC(=O)C(=O)N2CCCC2)cc1	2
124	COc1ccc(N2CCN(Cc3nc(N)nc(Nc4ccc(C)c(Cl)c4)n3)CC2)cc1	-4
125	Cc1ccc(C(=O)N/C(=C\c2sccc2C)C(=O)NCc2ccncc2)cc1	0
126	COc1ccc(S(=O)(=O)N2CCN(C)CC2)c2ccccc12	1
127	Cc1cc(C2N=C(N)Nc3nc4ccccc4n32)c(C)n1-c1ccccc1Cl (stereo not drawn)	2

Bioassay records as filed in PubChem.

A portion of the library. The share of hits here may be higher or lower than overall.
